Screening data deposited in PubChem by several laboratories.
PKA-R2B act – PKA-R2B complex activation | P22694+P31323 | PKA-R2B holoenzyme dissociation, Cy5-IP20 fluorescence polarization; R2B truncated from residue 108, S112A mutant; 0% DMSO only, 100% 113 µM cGMP | activation, % at 11.4 µM | 0.079% of 340,000 active | AID 504700;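 active = activation above a cutoff set at the mean over all compounds plus 3 SD, cut at about 18% in these data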;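 note: higher means more holoenzyme dissociation and a rise in polarization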
Target sequence (P31323 whole entry, looked up, other chains not shown, the tested form may be a part): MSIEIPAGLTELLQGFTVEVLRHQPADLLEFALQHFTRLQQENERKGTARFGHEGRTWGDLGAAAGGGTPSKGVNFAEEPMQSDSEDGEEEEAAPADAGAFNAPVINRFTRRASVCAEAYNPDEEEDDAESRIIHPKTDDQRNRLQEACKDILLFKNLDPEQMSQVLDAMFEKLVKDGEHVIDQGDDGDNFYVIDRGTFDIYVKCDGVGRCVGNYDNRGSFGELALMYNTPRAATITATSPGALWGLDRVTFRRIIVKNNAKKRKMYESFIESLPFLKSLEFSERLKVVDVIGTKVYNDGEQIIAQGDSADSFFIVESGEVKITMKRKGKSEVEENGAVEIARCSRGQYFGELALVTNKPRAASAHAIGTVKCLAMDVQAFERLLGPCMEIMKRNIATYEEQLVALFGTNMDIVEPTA
AddAB inh – less growth of phage-infected E. coli with AddAB. E. coli expressing H. pylori AddAB, absorbance growth. inhibition, % at 11.9 µM. 0.29% of 330,000 active. AID 435030; in the data active = inhibition above about 12%;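 note: 0% = vehicle wells of infected cells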
PfHsp90 set2 – inhibits growth of yeast expressing Plasmodium falciparum Hsp90. S. cerevisiae expressing PfHsp90, BacTiter-Glo ATP, 48 h; yeast lacking PDR1 and PDR3 efflux regulators. 0.32% of 310,000 active. AID 504621. inhibition, % at 9.4 µM;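 active = every replicate shows inhibition above about 80%, whatever the replicate mean, limit read from the data; inconclusive = mean inhibition reaches the set limit but some replicate falls short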;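 note: 0% = DMSO neutral controls and 100% = 20 µM radicicol positive controls; yeast relying on Plasmodium falciparum Hsp90 in place of its own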
PKA-R1A act – activators of PKA-R1A complex; P00514+P68181; PKA-R1A dissociation, Cy5-IP20 fluorescence polarization; scaled: DMSO 0%, 113 µM cGMP 100%; activation, % at 11.4 µM; 0.083% of 340,000 active; AID 504707;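 active = percent activation above the mean of all tested compounds plus 3 SD, cut at about 19% in these data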;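 note: higher means more PKAc released from R1A so a rise in polarization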
MOR-DOR inv ag – inverse agonists of human mu-delta opioid receptor heterodimerization. inhibition, % at 9.3 µM. P35372+P41143. 0.21% of 340,000 active. AID 504357. cell-based MOR-DOR heterodimer luminescence, inverse agonism; in the data active = inhibition above about 22%, passing the limit was not always enough;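 note: 0% = cells with DMSO and 100% = wells without cells with DMSO; values of inactives mirror those of a sister screen read the other way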
SUMO Mot1 rescue – SUMOylation pathway inhibition by Mot1-301 growth rescue; 1% of 320,000 active; growth rescue, % at 18.8 µM; AID 2716; S. cerevisiae Mot1-301 growth rescue, ATP luminescence, 38.5C; percent above DMSO median, 100 means doubled;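 active = every valid replicate shows activation above 250% relative to neutral control wells; inactive = the rest, any valid replicate at or below 250%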;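 note: OY570 slx delta 5 strain wells were the positive control but not used for scaling; some compounds called inactive have numbers as strong as hits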
Tat transport – inhibitors of E. coli Tat protein transport. 0.036% of 340,000 active. AID 488895. inhibition, % at 10 µM. E. coli MC4100 TorA-mCherry Tat export, fluorescence;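 active = mean replicate inhibition at least 50% and at least half of replicates individually reaching 50%; inconclusive = only one of the two criteria met; inactive = neither criterion met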;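 note: exported cargo escapes ClpAP degradation while cytoplasmic cargo is degraded and loses fluorescence; 0% = median of neutral control wells and 100% = median of NaSCN control wells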
OPRM1-OPRD1 ag – OPRM1-OPRD1 heterodimerization agonism. P35372+P41143. cells, luminescence. activation, % at 9.3 µM. 0.3% of 340,000 active. AID 504326; in the data active = activation above about 18%;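 note: 0% = vehicle-treated cells and 100% = reference agonist; values of inactives mirror those of a sister screen read the other way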
HTR5A inv ag – HTR5A inverse agonism, opioid heterodimer counter-screen; P47898; HTR5A cell line, luminescence; inhibition, % at 9.3 µM; 0.083% of 340,000 active; AID 504634; in the data active = inhibition mostly above about 23%, no sharp cut-off; inactive = mostly below about 18%;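 note: 0% = cells with DMSO and 100% = no-cell wells with DMSO; some compounds called inactive have numbers as strong as hits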
Target sequence (P47898 whole entry, looked up): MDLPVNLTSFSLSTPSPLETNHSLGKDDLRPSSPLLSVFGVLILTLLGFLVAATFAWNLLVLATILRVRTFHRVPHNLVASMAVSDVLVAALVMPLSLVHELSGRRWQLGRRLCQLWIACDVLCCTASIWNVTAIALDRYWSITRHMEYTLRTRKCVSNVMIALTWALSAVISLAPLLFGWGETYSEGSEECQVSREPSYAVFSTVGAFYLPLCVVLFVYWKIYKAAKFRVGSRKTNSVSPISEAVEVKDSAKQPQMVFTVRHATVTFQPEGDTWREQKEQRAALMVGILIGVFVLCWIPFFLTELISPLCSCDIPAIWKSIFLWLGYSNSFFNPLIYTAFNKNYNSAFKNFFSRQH
Ecoli viability – reduces bacterial viability in AddAB counter-screen | E. coli V3065 growth, OD600 absorbance, 18 h | inhibition, % at 11.9 µM | 0.27% of 330,000 active;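 active = inhibition above the campaign's mean inhibition across all tested compounds plus 3 SD, cut at about 9.9% in these data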;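 note: uninfected addAB+ strain grown without phage in ampicillin broth; 0% = DMSO wells and 100% = ciprofloxacin 0.95 µg/ml wells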
phage Ecoli inh – E. coli growth loss with phage present; 0.26% of 360,000 active; growth absorbance; inhibition, % at 11.9 µM; AID 651602; in the data active = inhibition above about 11%
Starred values were filed as active, the others as inactive; ? = inconclusive; / = not tested or not shown.

Molecule	HTR5A inv ag	MOR-DOR inv ag	PKA-R1A act	Ecoli viability	phage Ecoli inh	OPRM1-OPRD1 ag	PKA-R2B act	AddAB inh	SUMO Mot1 rescue	Tat transport	PfHsp90 set2
CC(C)CNC(=S)NNC(=O)c1ccccc1OC(F)F	9	11	-2	0.2	2.1	-2.0	1	1.4	-14	-2	-7
CCNc1nc(NC(C)C)nc(N2CC(=O)N(CC(=O)OCC)C2=N)n1	18	11	3	1.2	1.3	-2.0	14	-0.4	-11	1	-4
COc1cc(C#Cc2c(C=O)n(C)c3ccccc23)cc(OC)c1	-34	9	-7	0.2	0.2	-1.6	-1	0.6	-7	-3	-9
CCc1c(O)nc(SCC(=O)Nc2ccc(OC)cc2)n(C2CCCCC2)c1=O	-1	6	7	0.4	0.7	-1.1	-1	0.6	-16	-8	-18
O=C(c1ccccc1)N1CCN(c2ccc([N+](=O)[O-])c(N3CCOCC3)c2)CC1	-4	5	-4	3.4	5.1	-0.6	-21	1.1	455	0	13
O=C(CCCOc1ccccc1)Nc1nccs1	-10	0	4	-2.6	2.5	0.1	8	-0.7	0	1	/
C=CC[C@@H](CC(=O)N(CCO)Cc1ccccc1)C(=O)N[C@H](COC(=O)[C@@H](CC=C)Cc1ccc(F)cc1)Cc1c[nH]c2ccccc12	-5	33	2	1.6	2.7	-7.2	8	1.7	-10	-5	-7
CCNC(=O)CN1C(=O)NC2(CCCc3cc(OC)ccc32)C1=O (stereo unspecified)	-13	5	6	-0.8	2.1	-1.3	6	1.9	63	-7	-7
Cc1ccc(N/C=C(/C#N)c2ccsc2)cc1C	4	-40	4	1.1	1.7	7.4	-11	-0.5	-3	-5	-29
COc1ccc(C(c2nnnn2Cc2cccs2)N2CCN(c3ccccc3F)CC2)cc1OC (stereo unspecified)	-31	17	-1	1.8	1.3	-3.0	-8	1.2	32	4	-1
CN(CCCN1CCOCC1)C(=O)c1ccc2nc(Cc3cccc(Cl)c3)oc2c1	-10	18	11	3.1	2.5	-3.3	0	-1.0	-20	-17	-3
Cc1ccc2nc(-c3ccc(NC(=S)NC(=O)CC(C)C)cc3)sc2c1	-11	6	-12	2.1	2.5	-1.0	-7	0.9	-10	-1	/
O=C(CCc1nc2ccccc2[nH]c1=O)OCC(=O)c1ccc(Cl)cc1	9	7	-2	0.4	1.9	-1.2	0	0.0	-18	1	17
CC(=O)Nc1ccccc1Nc1cc(C#N)c(C#N)cc1[N+](=O)[O-]	9	-43	-2	0.4	3.5	8.3	-5	0.8	9	-1	/
O=C1CC(c2ccc(F)cc2)Cc2nc(N3CCOCC3)ncc21 (stereo unspecified)	5	11	-3	-1.4	-0.3	-2.6	3	2.2	-3	0	-21
COC(=O)c1cc(/C=C/c2ccccc2)[nH]n1	-4	4	-11	1.6	1.6	-0.8	1	5.2	-4	-3	-8
COc1cccc(C(=O)NNC(=O)C2CCCO2)c1 (stereo unspecified)	6	-10	6	1.3	0.3	1.5	-4	3.5	-13	-6	-13
COc1ccc(C(=O)CSc2nnnn2C)c(OC)c1	0	13	0	-0.4	4.0	-2.3	-1	-2.1	-15	-8	-36
Cn1c2c(c(=O)n(C)c1=O)C(c1ccccc1OC(F)F)C1=C(CCCC1=O)N2 (stereo unspecified)	10	8	-5	-4.0	3.6	-1.3	-5	0.1	31	-1	1
O=C(Nc1ccccc1)c1ccc2c(c1)OCCCO2	-4	8	-4	4.5	4.2	-1.4	-2	7.3	-17	0	19
CCOC(=O)CSc1nnnn1-c1cccc2ccccc12	2	12	-12	2.5	2.0	-2.2	-7	4.9	-9	0	1
CC(=O)c1cnc(SCC(=O)O)nc1C	-20	15	-1	-3.5	2.4	-3.0	3	-0.6	20	-11	-22
COc1ccc(OC)c(-c2csc(NC(=O)c3ccc(OCC4CCCO4)cc3)n2)c1 (stereo unspecified)	1	0	-6	-0.8	4.5	0.0	7	-0.5	32	2	-30
O=C(/C(N=Nc1cccc(C(F)(F)F)c1)=C(/O)c1cccs1)C(F)(F)F	-18	-23	6	0.5	4.3	4.7	0	1.9	5	17	-6
CCOc1ccc2nc3cc(NCc4ccc(OC)cc4)ccc3c(N)c2c1	-34	-50	7	6.5	/	11	4	3.7	-3	-7	4
CN(C)c1nc2n(c(=S)n1)CCS2	-12	6	-1	-0.1	1.6	-1.0	-5	2.7	9	-5	8
CC(C(=O)Nc1ccc2c(c1)OCCO2)N(C)CC(=O)Nc1ccccc1Br (stereo unspecified)	1	8	-12	/	1.8	-1.2	12	/	/	11	2
COc1ccc(CCN(C)C(=O)C(CCSC)NC(=O)c2ccco2)cc1OC (stereo unspecified)	2	11	0	-0.2	3.1	-2.8	-3	0.9	-11	-8	/
CSC1=NCCN1C(=O)Cc1ccc(-c2ccccc2)cc1	1	1	-2	-2.2	1.9	-0.2	2	4.3	-9	15	-134
CC(C(=O)NCC1CCCO1)N(C(=O)c1snc(C(N)=O)c1N)c1ccccc1 (stereo unspecified)	-15	11	-5	-0.2	1.1	-2.3	2	-0.2	16	-6	/
Cc1cc(NC2CCCCC2)nc(-c2ccccc2O)n1	-25	-34	-13	3.2	-3.1	5.8	2	1.8	211	4	-14
CCOC(=O)CC1C(=O)NCCN1C(=O)c1ccc(Cl)cc1 (stereo unspecified)	2	4	-11	-2.6	0.3	-0.9	6	-1.0	1	-3	2
Cc1ccc(C(=O)CC2(O)C(=O)N(C)c3ccccc32)s1 (stereo unspecified)	26	2	1	-1.5	2.8	-0.3	-13	-0.6	278	5	-5
O=C(NC1CCCN(Cc2ccc(Cl)cc2)C1)c1cccc(N2CCCC2=O)c1 (stereo unspecified)	-2	4	3	-1.3	3.3	-0.8	0	-0.9	-26	4	24
Cc1onc(-c2ccccc2)c1C(=O)N1CCN(c2ccccc2)CC1	9	21	-7	0.2	2.4	-3.9	-2	-0.4	-15	-1	14
CCNc1nc(Oc2ccc(C(=O)OC)cc2)nc(N(C)C)n1	1	11	-1	2.1	0.5	-2.3	-2	2.1	4	-1	-12
CCN(CC)C(=O)Cn1cc(C(=O)C(=O)N2CCN(c3ccccc3)CC2)c2ccccc21	-10	2	-6	-1.0	-1.8	-0.3	2	4.5	0	2	-31
OCCNc1nc2ccccc2n1-c1ccccc1	1	4	-9	1.0	2.0	-0.8	1	0.2	-9	5	0
Cc1c(C(=O)O)sc(=S)n1-c1ccc(Cl)cc1	5	21	-3	1.6	3.1	-3.6	-11	1.0	-6	-2	-24
Cc1ccc(S(=O)(=O)N(C)C)cc1NC(=O)CN1c2cccc3cccc(c23)S1(=O)=O	-6	-15	-2	-3.0	0.5	3.7	-4	-1.8	8	-2	-13
CCN(CC)c1ccc(CNCc2cccs2)cc1	6	-15	1	1.3	-2.4	3.0	3	0.4	3	-1	/
CC(c1ccon1)N(C)C(=O)CCc1nnc(Cc2ccc(-c3ccccc3)cc2)o1 (stereo unspecified)	-15	5	-6	-2.8	1.7	-0.9	-2	-2.5	5	5	6
COc1ccc(S(=O)(=O)NCCc2cn3nc(C)c(C)nc3n2)cc1F	-20	5	1	1.0	2.4	-1.0	-8	1.0	8	-3	1
CC(C)C(=O)Nc1cccc(C(=O)NCc2ccc3c(c2)OCO3)c1	3	2	6	0.9	/	-0.3	-6	2.8	-9	-2	-12
COc1ccccc1-c1sc2cc3c(cc2c1C#Cc1ccccn1)OCO3	4	-12	1	2.2	2.1	2.1	4	1.5	10	0	11
CCOc1ccc2nc(NC(=O)CN3CCC(n4nnc5cc(F)ccc54)CC3)sc2c1	-36	-14	-9	-2.1	2.5	2.4	-4	-0.4	-8	?	/
CCn1c(O)c(/C=C2\C=Nc3ccccc32)sc1=Nc1ccc(C)cc1	-5	-15	-13	0.7	1.9	2.5	4	1.1	-3	-10	-56
Cc1cccc(CC(=O)Nc2ccc(C(=O)N3CCCCC3)cc2)c1	0	-3	-3	0.4	1.6	0.6	-1	0.6	81	-8	6
CCc1cccc(C)c1NC(=O)COC(=O)c1cc([N+](=O)[O-])ccc1N1CCOCC1	-4	17	6	-0.2	4.3	-3.4	2	0.7	9	2	17
CCc1ccc(CN2CCC(n3nccc3NC(=O)c3ccccc3)CC2)o1	-1	28	-18	-1.6	-2.7	-5.5	-6	-0.7	12	7	21
O=C(CCn1cnc2ccccc2c1=O)Nc1ccc(S(=O)(=O)N2CCCC2)cc1	-20	6	-5	0.7	4.5	-1.2	0	2.1	-26	2	-3
O=c1c2c(O)cc(O)cc2oc2ccc(O)c(O[C@@H]3O[C@H](CO)[C@@H](O)[C@H](O)[C@H]3O[C@H]3O[C@H](CO)[C@@H](O)[C@H](O)[C@H]3O)c12	9	16	3	-0.3	1.4	-3.2	5	2.7	5	22	7
Cc1ccc(N2C(=O)c3cccc4c(N)ccc(c34)C2=O)c2cccnc12	-10	-7	-10	-1.3	-0.2	1.4	2	-0.5	4	-4	-44
COc1ccc(N(CC(=O)NCCSCc2cccc(Cl)c2)S(C)(=O)=O)cc1	-10	4	-2	-2.1	1.0	-0.9	6	-1.2	0	14	5
O=C(Nc1ccc2nccnc2c1)c1ccco1	26	4	-11	1.9	0.5	-0.7	-2	3.1	5	16	-34
CN(CCC1CCCCO1)C(=O)CCc1nnc(CCCCc2ccccc2)o1 (stereo unspecified)	7	0	-9	0.7	4.3	-0.1	1	0.3	274	3	-18
CCc1ccc(Nc2nnc(SCC(=O)NC(=O)c3cccn3C)s2)cc1	-35	-66	2	-2.3	0.4	13	-1	0.4	-1	-12	-13
CCOC(=O)c1cnc2ccc(Br)cc2c1NCC(C)O (stereo unspecified)	18	13	-11	/	1.3	-2.4	-1	/	/	3	-1
C/C(=N\NC(=O)C1CCCC1)c1ccc(Cl)cc1	8	8	-11	/	1.5	-1.6	-2	/	-1	-5	19
c1ccc(CC(Cc2ccccc2)c2ccccn2)cc1	-8	-13	1	/	1.7	2.4	-2	/	/	3	22
CCSc1oc(-c2cccs2)nc1S(=O)(=O)c1ccccc1	15	3	1	-0.1	2.9	-0.5	-3	-0.3	-3	5	-9
O=c1c2ccccc2nc(SCc2nnc(-c3ccccc3Br)o2)n1Cc1ccco1	-15	-3	-3	0.0	2.4	0.5	-3	1.9	-10	-3	-50
CCOC(=O)c1cccc(P(=O)(C(C)(C)C)C(C)(C)C)c1	9	10	-15	-1.3	4.8	-1.6	-5	-1.9	-15	2	19
